Source: PubChem (several laboratories)
GalR3 antagonist: GalR3 antagonists in HEK293 cells, primary screen, cell-based, fluorescence readout | Galanin receptor type 3 (Homo sapiens), O60755 | HEK293 GalR3-CNG cAMP membrane potential fluorescence; galR3 body fused to GalR1 C-terminus | inhibition, % at 3 µM | 0.44% of 360,000 active | AID 651719, 2012;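 active means inhibition above the screen-wide average plus 3 SD, cut at about 13% in these data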;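 further: forskolin and galanin both at EC90 stimulate the cells; cAMP rise reported by CNG channel membrane potential dye signal; 0% = forskolin plus galanin with DMSO and 100% = forskolin alone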
NS3 helicase inh: inhibitors of HCV NS3 helicase, primary screen, biochemical, Cy5 molecular beacon fluorescence; NS3 helicase DNA unwinding; inhibition, % at 10.9 µM; 0.56% of 290,000 active; AID 1800, 2009;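 active means inhibition above the mean of all tested compounds plus 3 SD, set per campaign, cut at about 35% in these data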;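 further: 0% = DMSO wells and 100% = thioflavine S control wells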
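assay system = NS3 helicase fragment of HCV | buffer or medium = MOPS pH 6.5, MgCl2, DTT, Tween20, BSA | timing = 60 min unwinding reaction at 25 °C after ATP addition | signal = Cy5 beacon fluorescence read at start and 1 h | read-out basis = % inhibition of unwinding | control set = low DMSO, high thioflavine S at 110 µM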
PHOSPHO1 block: PubChem AID 1565 | Phosphoethanolamine/phosphocholine phosphatase (Homo sapiens), Q8TCT1 | recombinant PHOSPHO1, absorbance phosphatase assay | inhibition, % at 13.3 µM | 1.1% of 290,000 active; in the data active means inhibition above about 60%
Target sequence (Q8TCT1 whole entry, looked up): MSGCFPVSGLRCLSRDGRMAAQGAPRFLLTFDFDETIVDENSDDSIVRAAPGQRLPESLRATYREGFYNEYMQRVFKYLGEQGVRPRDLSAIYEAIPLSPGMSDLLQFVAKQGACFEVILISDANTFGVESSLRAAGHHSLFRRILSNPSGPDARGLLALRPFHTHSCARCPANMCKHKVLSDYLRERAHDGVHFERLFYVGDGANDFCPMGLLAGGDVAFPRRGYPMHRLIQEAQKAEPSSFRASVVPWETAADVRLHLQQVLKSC
GPR7 antagonist: GPR7 receptor antagonists, primary screen, cell-based, fluorescence, single concentration; Neuropeptides B/W receptor type 1 (Homo sapiens), P48145; GPR7-expressing cells, fluorescence antagonist assay; inhibition, % at 4.4 µM; 1.1% of 290,000 active; AID 1861, 2009; in the data active means inhibition above about 16%, passing the limit was not always enough;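 further: cells stimulated with the agonist NPW; 0% = agonist with vehicle and 100% = vehicle without agonist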
Target sequence (P48145 whole entry, looked up): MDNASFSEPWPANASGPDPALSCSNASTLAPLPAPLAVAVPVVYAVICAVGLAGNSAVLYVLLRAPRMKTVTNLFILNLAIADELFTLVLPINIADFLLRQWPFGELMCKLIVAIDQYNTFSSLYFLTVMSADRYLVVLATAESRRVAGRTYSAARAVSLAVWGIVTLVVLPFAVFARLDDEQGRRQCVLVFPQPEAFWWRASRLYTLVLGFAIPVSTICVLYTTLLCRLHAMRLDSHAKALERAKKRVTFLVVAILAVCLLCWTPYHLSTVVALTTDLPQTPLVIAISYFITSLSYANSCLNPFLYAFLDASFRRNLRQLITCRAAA
VIM-2 inhibitor: VIM-2 metallo-beta-lactamase inhibitors, primary screen, biochemical, epi-absorbance readout, Pseudomonas aeruginosa enzyme | purified VIM-2, nitrocefin hydrolysis, epi-absorbance fluorescence | inhibition, % at 5.6 µM | 0.89% of 290,000 active;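 active means inhibition above the mean of all tested compounds plus 3 SD, cutoff set per screening run, cut at about 7.5% in these data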;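 further: red hydrolysis product quenches plate fluorescence so inhibitors raise well fluorescence; 0% = enzyme with DMSO and 100% = DMSO without enzyme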
FID counter: compounds displacing fluorescent DNA intercalator, primary screen, artefact control for HCV NS3 helicase inhibitor project, biochemical, FID fluorescence; inhibition, % at 7.9 µM; DNA fluorescent intercalator displacement; 0.17% of 290,000 active; in the data active means inhibition above about 37%;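 further: 0% = vehicle and 100% = reference compound; higher means more ethidium bromide displaced from hairpin DNA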
IMP-1 inh: IMP-1 metallo-beta-lactamase inhibitors, primary screen, biochemical, epi-absorbance readout, Pseudomonas aeruginosa enzyme. inhibition, % at 5.6 µM. AID 1556, 2009. metallo-beta-lactamase IMP-1 (Pseudomonas aeruginosa). 0.45% of 290,000 active. purified IMP-1, nitrocefin hydrolysis, epi-absorbance fluorescence;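 active means inhibition above the mean plus 3 SD of all compounds in the same screening run, cut at about 4.5% in these data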;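 further: 0% = IMP-1 with DMSO and 100% = DMSO wells lacking enzyme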
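Assay system: purified IMP-1; Quantity: IMP-1 0.2 nM before substrate addition; Medium: HEPES buffer pH 7.1 with ZnSO4 and Brij 35; Incubation: 15 min enzyme–compound preincubation, then 25 min nitrocefin reaction, 25 °C; Signal: fluorescence quenching readout, ex 480/em 530 nm; Controls: DMSO with and without IMP-1; Repeats: singlicate testing.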
V1aR counter: agonists of human V1a receptor, primary screen, counter-screen for OXTR agonist project, fluorescence, CHO-V1R cells. Fluo-8 calcium fluorescence, agonist mode; 0% DMSO, 100% 3 nM vasopressin. activation, % at 3 µM. 0.25% of 320,000 active. AID 2797, 2010. Vasopressin V1a receptor (Homo sapiens), P37288;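 active means activation above the mean activation of all tested compounds plus 3 SD, per screening run, cut at about 20% in these data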;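 further: signal is peak over basal fluorescence ratio across a 100 second FLIPR read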
Target sequence (P37288 whole entry, looked up): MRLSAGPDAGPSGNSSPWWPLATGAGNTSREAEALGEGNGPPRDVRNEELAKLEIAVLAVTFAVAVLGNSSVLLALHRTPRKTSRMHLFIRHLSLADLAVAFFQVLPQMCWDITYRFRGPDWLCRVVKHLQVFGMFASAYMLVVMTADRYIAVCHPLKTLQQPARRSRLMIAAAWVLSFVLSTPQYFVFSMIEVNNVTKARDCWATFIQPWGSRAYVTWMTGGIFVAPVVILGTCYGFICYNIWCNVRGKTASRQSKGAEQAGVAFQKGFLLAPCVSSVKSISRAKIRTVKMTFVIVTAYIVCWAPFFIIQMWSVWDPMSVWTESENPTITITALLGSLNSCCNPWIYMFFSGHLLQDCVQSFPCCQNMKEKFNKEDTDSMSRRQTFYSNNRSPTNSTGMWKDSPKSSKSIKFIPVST
OXTR agonist: human OXTR agonists, primary screen, fluorescence, CHO-OTR cells, Fluo-8 calcium | Oxytocin receptor (Homo sapiens), P30559 | activation, % at 3 µM | AID 2435, 2010 | 0.32% of 320,000 active | Fluo-8 calcium fluorescence; normalized: DMSO 0%, oxytocin 100%;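 active means activation above the mean of all tested compounds plus 3 SD, cutoff set per screening run, cut at about 20% in these data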;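 further: peak over basal fluorescence ratio from a 100 s FLIPR kinetic read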
Active calls of the source: *; / = not tested or not shown. Not a hit list. About 4.3% of those tested had a hit in this group.

SMILES | GalR3 antagonist | NS3 helicase inh | PHOSPHO1 block | GPR7 antagonist | VIM-2 inhibitor | FID counter | IMP-1 inh | V1aR counter | OXTR agonist
Cc1c(C(=O)N(Cc2ccc(N(C)C)cc2)C2CCS(=O)(=O)C2)oc2ccccc12 (stereo unspecified) | -5 | 12 | 27 | 1 | 0.8 | -38 | -1.1 | -2.8 | -0.1
CCN(CC)S(=O)(=O)c1ccc(-c2nnc(SCC(=O)Nc3ccc(OC)c(OC)c3)o2)cc1 | -2 | -3 | -1 | -1 | -5.0 | -22 | -3.5 | 0.0 | 0.8
O=C(Nn1cnnc1)c1cc2c(s1)CCCCC2 | -6 | 2 | -13 | -4 | 0.3 | -6 | -0.7 | 1.4 | 0.4
Cc1nnc(SCc2cc([N+](=O)[O-])cc3c2OCOC3)n(N)c1=O | 0 | 9 | 20 | 9 | -2.6 | 3 | -1.4 | 0.6 | 0.4
COc1ccc(-c2noc3c2-c2nc(-c4ccccc4F)sc2CC3)cc1 | -2 | 23 | 31 | -14 | -3.1 | -22 | -1.8 | 0.9 | 0.9
COc1ccc(OCC(=O)Nc2ccc(N3CCOCC3)cc2)c([N+](=O)[O-])c1 | -7 | -15 | -15 | -8 | 1.5 | 4 | -1.1 | 1.7 | 1.1
Oc1ccc(-c2nnc(Nc3cccc(O)c3)c3ccccc23)cc1 | -5 | -6 | 36 | -11 | 1.3 | -16 | -3.2 | 1.4 | -1.4
Cc1ccc(C(O)P(=O)(OC2CCCCC2)OC2CCCCC2)cc1 (stereo unspecified) | -7 | 8 | 22 | -15 | -3.0 | -40 | -2.1 | -0.7 | -1.2
COc1cccc(C2(O)CCN(C(=O)c3cccs3)CC2)c1 | -3 | -1 | -12 | 5 | -6.1 | -8 | -1.4 | 2.5 | 0.0
CCOc1ccc(/C=N\NC(=O)CC(=O)NCCc2ccccc2)cc1 | -5 | -6 | / | -12 | -2.7 | -20 | -3.7 | -0.9 | -2.3
c1ccc(-c2nnc(OCCN3CCOCC3)c3ccccc23)cc1 | -2 | -3 | 25 | -7 | -2.1 | -9 | -8.0 | -1.6 | -1.2
CCOc1ccccc1OCCNC1CCCC1 | -7 | 1 | -3 | -16 | 0.4 | 10 | -1.1 | 0.2 | 0.9
O=[N+]([O-])c1cccc(C2(O)COc3ccccc3O2)c1 (stereo unspecified) | -9 | -6 | 39 | -5 | -1.5 | -1 | -1.6 | 0.2 | -0.8
CCOC(=O)c1ccc(NC(=S)NC(=O)C2CCCC2)cc1 | -7 | 4 | 19 | -9 | -0.8 | -20 | 0.5 | 4.2 | -0.3
Cc1ccc(-n2ncc(-c3nn[nH]n3)c2N)cc1 | -1 | 1 | 3 | -5 | -1.2 | -1 | -2.6 | -0.2 | 3.3
COc1cc(NC(=O)C2CCCCC2)c(OC)cc1NC(=O)c1ccco1 | 1 | -8 | -12 | 14 | -0.5 | -5 | -1.3 | -1.1 | -2.3
Cc1cccc(Cn2c(CN3CCN(Cc4ccccc4)CC3)nc3c2c(=O)[nH]c(=O)n3C)c1 | -5 | 2 | 5 | 3 | -2.1 | -6 | -3.1 | 0.2 | 0.0
O=C(C[C@H]1C(=O)N(C2CCCCC2)C[C@@H]1Cc1ccccc1)Nc1ccccc1 | -6 | 37* | -7 | 8 | -2.0 | -48 | -0.9 | -1.5 | -1.7
Cc1cccc2cc(COC(=O)C3CCCCC3)c(=O)[nH]c12 | 0 | -7 | 12 | -11 | -0.8 | -9 | -2.8 | 1.4 | 0.9
COC(=O)c1ccc(NC(=O)c2cc[n+]([O-])cc2)cc1 | -8 | 15 | 30 | -11 | -1.9 | -1 | -2.5 | -0.3 | 0.2
CCN(CC)CCCNC(=S)N(Cc1cccs1)Cc1cc2cc3c(cc2[nH]c1=O)OCCO3 | 1 | -67 | 37 | 1 | -1.8 | 20 | -2.6 | -0.4 | -1.4
CCOC(=O)c1ccc(-n2ccnc2)c(NC(=O)c2cccc(Br)c2)c1 | -4 | -8 | 16 | -5 | -3.5 | 3 | -4.5 | 0.9 | -1.2
CCCCNC(=O)NC1(C(F)(F)F)Oc2ccccc2O1 | 1 | -5 | 13 | -7 | -3.8 | -2 | 1.6 | -1.6 | -2.6
CCOC(=O)c1c(NC(=O)CSc2cccc[n+]2[O-])sc(C(=O)Nc2ccccc2)c1C | 1 | 8 | 32 | -13 | -4.9 | -24 | -5.2 | 1.8 | 4.0
Cc1ccc(S(=O)(=O)N2CCN(C(=O)c3ccc(N4CCCCC4)c([N+](=O)[O-])c3)CC2)cc1 | -3 | -12 | 26 | -4 | -3.6 | -8 | -3.3 | 0.2 | -0.3
CCOc1ccc(/C=C2\SC(=S)N(C)C2=O)cc1OC | 1 | -1 | 43 | -13 | -1.7 | 0 | 0.4 | 1.1 | -0.7
COC(=O)c1ccc(Nc2cc(C)nc3ncnn23)cc1 | 0 | -1 | -9 | -8 | 4.6 | -3 | -1.6 | -0.2 | -1.0
C[C@H](NS(=O)(=O)c1ccccc1F)C(=O)OCC(=O)N1CCc2ccccc21 | 0 | -3 | 2 | -14 | -1.9 | -19 | -1.8 | -1.6 | -2.4
CCOc1ccc(OCC)c(S(=O)(=O)N2CCCCC2C)c1 (stereo unspecified) | -5 | 2 | -5 | -1 | -3.4 | -23 | -4.2 | -2.1 | -1.8
O=C(Oc1ccc2cc(Br)ccc2c1)N1CCCCCC1 | / | -5 | 19 | -12 | 0.8 | -8 | -2.5 | -0.8 | -1.3
CCn1c(-c2ccccn2)nc2cc(S(=O)(=O)N(C)C)ccc21 | -8 | 0 | -10 | 2 | -1.6 | -9 | -4.5 | 1.4 | -0.1
CCOCCCNC(=O)c1ccc(NC(=O)C2CCCO2)cc1 (stereo unspecified) | -10 | 17 | 28 | 2 | -2.1 | -17 | -1.9 | 1.5 | 1.0
Cc1ccccc1-c1nnc(-c2ccccc2C)o1 | -3 | -2 | 0 | -14 | -1.6 | -2 | -6.2 | -1.4 | -2.2
CN(C)S(=O)(=O)c1cc(NC(=O)COC(=O)Cc2ccc(Br)cc2)ccc1Cl | -12 | -11 | 11 | -4 | -1.4 | -8 | -3.8 | 5.7 | 8.8
Cn1cccc1Cc1nnc(SCC(=O)N2CCOCC2)n1CCc1ccccc1 | 0 | 3 | -9 | -5 | -2.8 | -24 | -4.2 | 0.5 | 0.7
O=C(CNS(=O)(=O)c1ccc(Br)cc1)NCc1ccncc1 | 1 | -1 | 2 | -8 | -2.7 | -7 | -3.0 | -0.9 | -0.2
COCCCNC(=O)C1CCC(CNS(=O)(=O)c2ccc(C)cc2)CC1 (stereo unspecified) | / | -14 | 40 | -13 | -2.4 | -23 | -0.9 | 1.0 | 0.4
O=C(NCCN1CCN(c2ccc([N+](=O)[O-])cc2)CC1)NCc1ccccc1 | -9 | -12 | 45 | -1 | -0.5 | 19 | -2.3 | 8.7 | 17
Cn1c(N)c(C(=O)COC(=O)c2cc(S(=O)(=O)N3CCCCC3)ccc2Cl)c(=O)n(C)c1=O | 0 | -11 | -2 | -10 | -2.4 | -22 | -2.0 | 1.5 | -1.3
Cc1ccc(CNC(=O)C(=O)NCCC2=CCCCC2)cc1 | -2 | 2 | -57 | 8 | -2.9 | 1 | -4.3 | 0.4 | -0.7
CC(CC(=O)O)CC(=O)Nc1ccc(S(N)(=O)=O)cc1 (stereo unspecified) | -3 | 3 | 28 | -6 | 1.0 | -2 | -0.2 | 2.9 | 0.5
Cn1ncc2c(O/N=C(\N)c3ccc(C(F)(F)F)cc3)ncnc21 | 0 | 15 | 32 | 2 | -2.2 | -7 | -1.1 | 0.2 | -2.1
O=C(c1ccco1)N1N=C(c2cccs2)CC1c1ccco1 (stereo unspecified) | -2 | 8 | 45 | -13 | 3.7 | -12 | -0.9 | 0.3 | -2.2
CCN1CCN(c2nc(C)nc3c2sc(=S)n3C)CC1 | -2 | 7 | 60* | -5 | 4.5 | 4 | -3.6 | / | /
CCN1CCN(C(=O)CSCc2nc(-c3ccc(OC)c(OC)c3)oc2C)CC1 | -2 | 3 | 9 | 5 | 1.5 | 5 | -0.3 | 0.6 | -0.7
CCOc1ccc(N(CC(=O)NCc2ccc(F)cc2)S(=O)(=O)c2c(C)noc2C)cc1 | -1 | 7 | -12 | -11 | -4.5 | -9 | -3.9 | -1.0 | -2.1
CCOC(=O)N1CCN(C(=O)C2CCN(S(=O)(=O)c3ccc(NC(C)=O)cc3)CC2)CC1 | 1 | -1 | -12 | 10 | -2.6 | -20 | -0.8 | 0.1 | -0.2
COc1ccccc1NC(=O)NCCN1CCN(c2cccc(Cl)c2)CC1 | -9 | -46 | 28 | 8 | -0.3 | 12 | -1.3 | 1.6 | 2.0
COc1ccc2occ(NC(C)=O)c2c1 | -5 | 0 | 0 | -15 | -1.7 | -1 | -2.6 | 0.0 | 1.4
Cc1ccc(S(=O)(=O)NCCC(=O)NC2CCCC2)cc1 | 1 | 9 | -13 | 1 | -2.2 | 2 | -2.4 | -0.6 | -0.1
CCOC(=O)C(=O)C1=C(N2CCOCC2)/C(=C\c2cccc([N+](=O)[O-])c2)CC1 | 0 | 21 | -1 | -5 | 0.6 | -1 | 0.6 | 1.3 | 0.7
COc1ccc(-n2c(SCC(=O)/C(C#N)=C(\C)N)nc3ccccc3c2=O)cc1OC | -4 | 0 | -25 | -3 | -3.2 | -14 | -4.3 | -0.1 | -0.3
CCOC(=O)C(NC(C)=O)(OCc1ccc(F)cc1)C(F)(F)F (stereo unspecified) | 3 | -2 | -11 | -5 | 1.2 | 3 | -1.0 | -0.9 | 0.7

Full records as entered above. Screens in order: GalR3 antagonist, NS3 helicase inh, PHOSPHO1 block, GPR7 antagonist, VIM-2 inhibitor, FID counter, IMP-1 inh, V1aR counter, OXTR agonist
Shown for CCOC(=O)c1ccc(NC(=S)NC(=O)C2CCCC2)cc1 → -7, 4, 19, -9, -0.8, -20, 0.5, 4.2, -0.3
Shown for COCCCNC(=O)C1CCC(CNS(=O)(=O)c2ccc(C)cc2)CC1 (stereo unspecified) → /, -14, 40, -13, -2.4, -23, -0.9, 1.0, 0.4
Shown for CCCCNC(=O)NC1(C(F)(F)F)Oc2ccccc2O1 → 1, -5, 13, -7, -3.8, -2, 1.6, -1.6, -2.6
Shown for Cc1ccccc1-c1nnc(-c2ccccc2C)o1 → -3, -2, 0, -14, -1.6, -2, -6.2, -1.4, -2.2
